AT treatment = candidate therapy for ataxia-telangiectasia | […] A-T fibroblasts, KAP-1 phosphorylation AlphaLISA; neocarzinostatin DNA damage 30 min before lysis | Potency, µM (titrated, usually from 57.5 µM), inactives show top-dose activation, actives largely listed as activators | hit rate 0.19% among 320,000; also: potency is read from the fitted curve at half-maximal effect; % of control where 0% means no effect; nearly all actives have a fitted effect of over 45% in size
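ATM-like activity read as KAP-1 phosphorylation via AlphaLISA donor/acceptor antibody pairs after lysis and 6 hr at 25C. Cells were ATM-null patient fibroblasts ([…], hTERT), dosed 60 min, then exposed to the DSB inducer NCS for 30 min.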
Integrin act MD = activates integrin-mediated alleviation for muscular dystrophy | Potency, µM (titrated, usually from 38.3 µM), for the others: top-dose activation, most hits filed as activators | hit rate 0.064% among 350,000 | alpha7betagal myoblasts, beta-gal FDG fluorescence, 48 h;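 also: potency is read from the fitted curve at half-maximal effect; 100% = response of the positive control SU9516; nearly all actives have a fitted effect of over 60% in size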
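alpha7betagal+/- myoblasts (passage 13, 250/well) treated 48 h at 37C with compounds at 1:260 dilution of DMSO stock. Lysed, then beta-galactosidase activity read as FDG fluorescence (ex 480/em 540) after 30 min, with pre-read for autofluorescence.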
S-ASM inh = human S-ASM enzyme inhibition; P17405; placental ASM, HMU-PC fluorogenic substrate, 60 min; Potency, µM (doses to about 57.5 µM), inactives show top-dose activity change, negative = inhibition, actives largely listed as inhibitors; hit rate 0.006% among 340,000; also: potency is read from the fitted curve at half-maximal effect
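Fluorogenic HMU-PC substrate (9 uM final) is turned over by placental ASM in 60 min at 37 C after a 10 min compound preincubation. Reaction ended by alkaline stop (pH 10), with fluorescence read at 386/447 nm.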
FBPA coupling cs = inhibits coupling enzyme system, counter-screen for aldolase hits. hit rate 0.67% among 290,000. activity change, negative = inhibition, % at 58.2 µM, hits read low. coupling enzyme system counterscreen, AmpLite Red fluorescence; in the data active = activity change below about -30%; also: % is scaled to controls: 0 for no effect and ±100 for the full control effect
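Compounds tested against the coupling enzymes alone at 57.5 uM final; readout was AmpLite Red fluorescence (525/598 nm) after 20 min at RT.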
KCNH2 3.1 block = blocks the human KCNH2 3.1 channel isoform; U2OS KCNH2 3.1, thallium flux FluxOr; hits give low values; activity change, % (tested at about 1.8 µM); hit rate 0.95% among 340,000;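 active = maximum activity change below -70%; inconclusive = maximum activity change from -70% to -50%; inactive = maximum activity change above -50%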;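 also: thallium influx rate constant from kinetic fluorescence after stimulation buffer; % is scaled to controls: 0 for no effect and ±100 for the full control effect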
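Measured as rate of thallium-driven FluxOr signal in transduced U2OS cells carrying the 3.1 channel, read kinetically for 2 min upon stimulation; values are rate constants scaled to DMSO control wells.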
CXXC DNA block = inhibitors of human MLL CXXC domain-DNA interaction. AID 2662. Q03164. MLL-CXXC / FITC-HOXA9 DNA fluorescence polarization. hit rate 0.037% among 290,000. Potency, µM (series often up to 115 µM), for the others: at the highest dose activity change, negative = inhibition, usual class: inhibitors; active = well fitted inhibition curve with a large enough effect in the polarisation, with a control signal flat, not every such curve was filed as active; inconclusive = small, poorly fitted or top-dose-only effect, or effect the other way, or a change in a side signal; inactive = no such curve, though single readings can be large or run the other way; the % refers to the polarisation; also: potency is read from the fitted curve at half-maximal effect
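Purified MLL-CXXC (added from a 7 uM solution) was preincubated 5 min at ambient with pinned compounds in 50 mM Tris-HCl pH 7.5, 50 mM NaCl, 1 mM DTT, 0.05% BSA. Fluorescein-labeled HOX-A9 DNA (50 nM solution) followed, 30 min, then polarization read.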
GALK inhibitor = blocks human galactokinase activity. Purified GALK, Kinase-Glo residual ATP luminescence. Potency, µM (highest dose often 57.5 µM), without a hit: at the highest dose activity change, negative = inhibition, usual class: inhibitors. hit rate 0.007% among 270,000; also: potency is read from the fitted curve at half-maximal effect; % is scaled to controls: 0 for no effect and ±100 for the full control effect
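The enzyme phosphorylates galactose (100 uM) using ATP (35 uM); inhibition is detected as higher residual ATP, quantified by bioluminescence after 1 h reaction at room temperature, pH 8.0.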
KCNH2 WT inh = blocks the wildtype human KCNH2 potassium channel | Q12809 | AID 720551 | U2OS, BacMam KCNH2, thallium flux FluxOr; hits give low values | activity change, % at 1.84 µM | hit rate 0.37% among 340,000;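 active = maximum activity change below -70%; inconclusive = maximum activity change between -70% and -50%; inactive = maximum activity change above -50%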; also: % is scaled to controls: 0 for no effect and ±100 for the full control effect
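U2OS cells were transduced with wild-type KCNH2 virus (2.03 x 10^8 / mL) for 4 h at room temperature, then cultured overnight at 37 C. Thallium flux was read with FluxOr dye. Rate constants were normalized to DMSO controls.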
TRPV1 ag = agonists of human vanilloid receptor 1 (TRPV1); Q8NER1; TRPV1-expressing cells, Fluo-8 calcium influx, agonist mode; activation, % at 8.33 µM; hit rate 0.19% among 320,000; AID 540275; in the data active = activation above about 80%; inconclusive = between about 30% and that limit; also: 0% is about no effect
Target sequence (Q8NER1 whole entry, looked up): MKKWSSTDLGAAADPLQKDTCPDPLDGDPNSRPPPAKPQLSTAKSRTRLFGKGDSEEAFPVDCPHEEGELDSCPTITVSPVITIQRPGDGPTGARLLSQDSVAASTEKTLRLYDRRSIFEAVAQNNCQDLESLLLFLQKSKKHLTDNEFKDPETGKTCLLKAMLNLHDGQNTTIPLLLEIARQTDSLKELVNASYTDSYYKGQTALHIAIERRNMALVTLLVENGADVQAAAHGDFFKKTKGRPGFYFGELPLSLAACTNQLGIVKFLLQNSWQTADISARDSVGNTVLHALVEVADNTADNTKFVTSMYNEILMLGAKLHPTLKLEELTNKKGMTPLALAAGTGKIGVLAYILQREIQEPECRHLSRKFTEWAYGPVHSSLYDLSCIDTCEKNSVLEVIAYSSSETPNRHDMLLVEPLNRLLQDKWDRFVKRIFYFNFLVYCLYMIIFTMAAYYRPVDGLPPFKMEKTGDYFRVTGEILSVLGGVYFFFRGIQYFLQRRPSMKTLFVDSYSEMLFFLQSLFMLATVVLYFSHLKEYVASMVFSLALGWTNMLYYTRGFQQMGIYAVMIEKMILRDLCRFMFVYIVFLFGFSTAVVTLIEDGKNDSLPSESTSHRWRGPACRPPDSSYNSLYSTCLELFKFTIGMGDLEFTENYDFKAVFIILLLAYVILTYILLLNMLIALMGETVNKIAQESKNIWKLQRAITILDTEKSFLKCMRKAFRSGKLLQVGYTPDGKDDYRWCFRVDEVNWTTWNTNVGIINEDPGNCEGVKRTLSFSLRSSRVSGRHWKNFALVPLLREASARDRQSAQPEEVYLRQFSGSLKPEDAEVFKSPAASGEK
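Cells expressing TRPV1 were dye-loaded with Fluo-8 and read kinetically: 10 s baseline, 3 min after compound (agonist portion), then 2 min after EC20 capsaicin (allosteric enhancer portion). Calcium-bound dye fluorescence at 480/520 nm.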
MBNL1-CUG inh = inhibitors of human MBNL1 binding to CUG repeat RNA; Q9NR56; TR-FRET MBNL1-His/biotin-(CUG)12 binding, 665/545 ratio; Potency, µM (series often up to 57.5 µM), for inactives: top-dose activity change, negative = inhibition, most hits filed as inhibitors; hit rate 0.036% among 280,000; active = well fitted inhibition curve with a large enough effect in the signal ratio, with a control signal flat, not every such curve was filed as active; inconclusive = small, poorly fitted or top-dose-only effect, or effect the other way, or a change in a side signal; inactive = no such curve, though single readings can be large or run the other way; the % refers to the signal ratio; also: potency is read from the fitted curve at half-maximal effect; % is scaled to controls: 0 for no effect and ±100 for the full control effect
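Compounds (final 92 nM to 58 uM) are added to His-tagged MBNL1 and biotin-(CUG)12, then terbium anti-His antibody and streptavidin-XL665 (5 nM final). After 60 min at room temperature, the 665/545 nm ratio is read.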
* hit, by the source's call; ? = inconclusive; . = not tested or not shown; & = joins results of further samples; [ ] = another dose, or the depositor's remark. Unless noted, calls follow the shape of the dose curve; as a rule, active = well fitted curve in the direction sought with a large enough effect; inconclusive = small, poorly fitted or top-dose-only effect, or another doubt; inactive = no such curve, though single readings can be large; an effect the other way counts as inactive or inconclusive.

SMILES | AT treatment | Integrin act MD | S-ASM inh | FBPA coupling cs | KCNH2 3.1 block | CXXC DNA block | GALK inhibitor | KCNH2 WT inh | TRPV1 ag | MBNL1-CUG inh
COc1ccc(S(=O)(=O)Nc2ccc(F)cc2)cc1N(C)S(=O)(=O)c1ccc(Cl)cc1 | 12% | -51%[inhibitor] | -3% | 2 | -46 | -2% | -2% | 13 | -3 | 8%
COC(=O)C(CC(=O)c1ccc(Br)cc1)n1nc(C)cc1C (stereo not given) | -6% | 10% | 0% | -1 | 7 | -5% | 7% | -21 | 2 | -7%
O=C(Nc1ccc2oc(-c3ccc4ccccc4c3)nc2c1)c1ccc2c(c1)OCCO2 | 0% | -51%[inhibitor] | 51%[activator] | 4 | 22 | 2% | 0% | -1 | -3 | 287%[activator]
Cc1nn(-c2nnc(NCc3ccccc3)nn2)c(C)c1Br | 8% | -17% | -8% | -18 | -9 | -4% | 2% | 7 | 7 | 16%
CCOc1ccc(NC(=O)Cn2cc(C(=O)C3CC3)c3ccccc32)cc1 | -2% | -2% | 7% | 2 | 3 | 13% | 0% | -3 | 1 | 1%
Cc1cc(C)c(C#N)c(N2CCCC2)n1 | 1% | 18% | 35%[activator] | 3 | -2 | -3% | 0% | 13 | -2 | 5%
C=CCNC(N)=S | 4% | 23% | 0% | . | -8 | 20%&-3% | -3% | -12 | 2 | -3%
COc1ccc(CC(=O)Nc2c3c(nn2-c2ccccc2C)CS(=O)C3)cc1 (stereo not given) | -1% | -1% | 4% | 0 | 1 | 8% | 0% | 1 | -2 | -2%
CCOC(=O)C(C(=O)c1ccccc1)C1CC(C)NC(=S)N1 (stereo not given) | -18% | 5% | 8% | 5 | 8 | 14% | -2% | 15 | -2 | -3%
O=C(NCc1ccccc1F)C12CC3CC(CC(C3)C1)C2 | . | -2% | 0% | . | 4 | . | . | -5 | . | .

One compound at a time, from the list above:
Profile of COC(=O)C(CC(=O)c1ccc(Br)cc1)n1nc(C)cc1C (stereo not given) = AT treatment = -6%; Integrin act MD = 10%; S-ASM inh = 0%; FBPA coupling cs = -1; KCNH2 3.1 block = 7; CXXC DNA block = -5%; GALK inhibitor = 7%; KCNH2 WT inh = -21; TRPV1 ag = 2; MBNL1-CUG inh = -7%
Profile of C=CCNC(N)=S = AT treatment = 4%; Integrin act MD = 23%; S-ASM inh = 0%; FBPA coupling cs = .; KCNH2 3.1 block = -8; CXXC DNA block = 20%&-3%; GALK inhibitor = -3%; KCNH2 WT inh = -12; TRPV1 ag = 2; MBNL1-CUG inh = -3%
Profile of Cc1cc(C)c(C#N)c(N2CCCC2)n1 = AT treatment = 1%; Integrin act MD = 18%; S-ASM inh = 35%[activator]; FBPA coupling cs = 3; KCNH2 3.1 block = -2; CXXC DNA block = -3%; GALK inhibitor = 0%; KCNH2 WT inh = 13; TRPV1 ag = -2; MBNL1-CUG inh = 5%

(list continues)
SMILES | AT treatment | Integrin act MD | S-ASM inh | FBPA coupling cs | KCNH2 3.1 block | CXXC DNA block | GALK inhibitor | KCNH2 WT inh | TRPV1 ag | MBNL1-CUG inh
COc1ccccc1NS(=O)(=O)c1cccc(C(=O)N/N=C(\C)c2ccncc2)c1 | -3% | -14% | 2% | . | -16 | . | . | -10 | 1 | .
CN(C)S(=O)(=O)c1cccc(NC(=S)NC(=O)C2CCCCC2)c1 | 3% | -7% | -5% | 2 | 14 | -5% | 3% | 19 | 1 | -17%
CCS(=O)(=O)N1CCN(C(C)CCc2ccccc2)CC1 (stereo not given) | 3% | 27% | 5% | -3 | -23 | -4% | -1% | 5 | 0 | -2%
CN(Cc1nc2ccccc2c(=O)[nH]1)C(=O)c1cccc(S(=O)(=O)N2CCc3ccccc32)c1 | -4% | 4% | -2% | . | -3 | . | . | -3 | . | .
CC(Sc1ccc(Cl)cc1)C(=O)Nc1ccc2c(c1)OCO2 (stereo not given) | 4% | -5% | -3% | -1 | 0 | 5% | -1% | 0 | ? | 2%
COc1ccc(/C=C/c2nc(N)nc(-c3ccccc3O)n2)cc1 | -2% | 4% | -2% | 2 | -5 | 5% | 0% | 0 | 2 | .
O=C(N/N=C\C1CC=CCC1)c1ccc(Br)o1 (stereo not given) | 5% | -10% | 0% | . | 11 | 27% | -2% | 5 | 6 | 5%
CC(C)=CC(=O)OCc1csc(CC(=O)Nc2ccccc2C)n1 | -2% | -23% | 4% | . | -3 | 0% | 3% | -8 | 5 | 1%
Cc1ccnc(NC(=O)c2cc(F)c(F)cc2Cl)n1 | -9% | ? | -16% | 1 | -8 | 20% | 2% | 1 | -1 | -2%
CCOc1ccc(OCCCC(=O)ON=C(N)c2ccccc2Cl)cc1 | 9% | 12% | -8% | . | -2 | . | . | -3 | -3 | .
O=C(CSc1ncn[nH]1)Nc1c(F)cc(F)cc1Br | -1% | 6% | 0% | 0 | 9 | -1% | -7% | -2 | 2 | -1%
COc1ccc(OC)c(N(CC(=O)Nc2ccc3c(c2)OCCO3)S(C)(=O)=O)c1 | -7% | 8% | 3% | -1 | -9 | -6% | 3% | 12 | 0 | 1%
O=C(CCc1nnc(C2CCCCC2)o1)N1CCN(Cc2ccccc2)CC1 | 3% | 0% | -1% | -2 | -1 | -6% | 1% | -12 | -2 | 2%
CC(=O)N1N=C(C)CC1c1ccc(O)cc1 (stereo not given) | -3% | 12% | 4% | -3 | 17 | 7% | 1% | -6 | -2 | -4%
N#CCCN(C(=O)COC(=O)c1ccc2c(c1)NC(=O)CS2)c1ccc2c(c1)OCCO2 | . | -19% | 1% | -4 | -4 | -14% | 0% | 30 | -7 | 0%
O=C(Nc1ccccc1)C1=C[C@@H](C2CC2)C[C@@H](OCc2ccc(CO)cc2)O1 | -7% | 15% | 0% | 1 | 10 | -10% | 0% | -3 | 16 | 5%
COc1ccc(CN(C(=O)c2cccs2)C(C(=O)NC2CCCCC2)c2ccc3ncccc3c2)cc1 (stereo not given) | 4% | -29% | -1% | -1 | -38 | 0% | 4% | -5 | 19 | -5%
O=[N+]([O-])c1ccc(Nc2ccc(Cl)cc2)nc1 | 1% | ? | 57% | 3 | 12 | 2% | 0% | 11 | 3 | -6%
Cc1ccc(-n2ncc3c(=O)n(CC(=O)NC4CCCCC4)cnc32)cc1 | -17% | -16% | 6% | 1 | 1 | 3% | -2% | 3 | 2 | -2%
CCC(C)NC(=O)C1CCN(S(=O)(=O)c2ccc3c(c2)CC(C)N3C(C)=O)CC1 (stereo not given) | 14% | 8% | 4% | 0 | 3 | -11% | . | 7 | 2 | -12%

The closing two records of the part before are carried over, then new ones follow.
SMILES | AT treatment | Integrin act MD | S-ASM inh | FBPA coupling cs | KCNH2 3.1 block | CXXC DNA block | GALK inhibitor | KCNH2 WT inh | TRPV1 ag | MBNL1-CUG inh
Cc1ccc(-n2ncc3c(=O)n(CC(=O)NC4CCCCC4)cnc32)cc1 | -17% | -16% | 6% | 1 | 1 | 3% | -2% | 3 | 2 | -2%
CCC(C)NC(=O)C1CCN(S(=O)(=O)c2ccc3c(c2)CC(C)N3C(C)=O)CC1 (stereo not given) | 14% | 8% | 4% | 0 | 3 | -11% | . | 7 | 2 | -12%
Cc1c(Br)c(C(=O)N2CCc3ccccc32)nn1C | -1% | 17% | 2% | 3 | 18 | 14% | 3% | -8 | 11 | ?
CC1CC(=O)NN=C1c1ccc(NCCO)c([N+](=O)[O-])c1 (stereo not given) | 0% | 2% | -4% | -2 | -2 | 6% | 0% | -38 | 1 | ?
COc1cccc(C(=O)N2C(C(=O)O)CSC2c2ccccc2Cl)c1 (stereo not given) | 6% | 17% | . | 9 | -13 | 6% | 1% | -4 | 7 | -26%
O=C1OC(Nc2nccs2)c2ccccc21 (stereo not given) | 2% | -14% | 4% | 2 | -5 | -2% | 5% | 1 | 5 | 3%
CC(NC(=O)Cc1ccsc1)c1ccc(Cl)cc1Cl (stereo not given) | 5% | ? | -1% | -2 | 5 | 20% | 12% | 18 | ? | -7%
COc1ccc(CCNC(=O)C2CCN(S(=O)(=O)c3cccs3)CC2)cc1OC | 2% | -4% | 1% | 1 | -7 | 10% | 1% | -12 | 4 | 2%
CN(c1ccc(C(=O)N2CCN(Cc3ccc4c(c3)OCO4)CC2)cc1)S(C)(=O)=O | -6% | 8% | 1% | -1 | -1 | 18% | 0% | 4 | -1 | 5%
Cc1cccc(NC(=O)Cn2nnc(C(=O)NCc3cccs3)c2N)c1C | 0% | 14% | 2% | 5 | 3 | 2% | 2% | 3 | -3 | -5%
Cc1ccc([N+](=O)[O-])cc1S(=O)(=O)N1CCCC1 | 16% | -2% | 5% | 4 | 15 | 9% | 1% | 5 | -6 | 56%[activator]

Source: PubChem
